GSIS activator: GLuc luminescence reporter in INS-1E cells, primary screen for activators of glucose-dependent secretion of insulin; INS-1E GLuc reporter insulin secretion, 2-3 h; AID 743287; 370,000 tested, 0.61% active; activation, % at 16.6 µM;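 active = lowest replicate activation of at least 40%, so every replicate reaches that level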;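 note: 0% = median of neutral control wells and 100% = median of IBMX positive control wells; some compounds called inactive have numbers as strong as hits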
CFTR F508del cor: CFTR F508del correction in bronchial cells. CFBE cells, YFP halide quenching; stimulated with forskolin plus potentiator P3; % fluorescence drop versus neutral controls. AID 720511. 350,000 tested, 0.36% active. activity (quench increase), % at 7.58 µM;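 active = mean added fluorescence quench of at least 8% versus neutral control, with both replicates also reaching 8%; inconclusive = only one of the mean or replicate conditions met; inactive = mean below 8% and not both replicates reaching 8%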;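 note: cells transiently co-express mutant CFTR-F508del with the halide-sensitive YFP; corrector assay measuring rescue of mutant channel to the surface after 24 h compound exposure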
EWS-Fli inh: blocks EWS/Fli oncoprotein-driven transcription; A673 NR0B1-luciferase reporter, viability-normalised; inhibition, % at 12.6 µM; 350,000 tested, 0.67% active;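 active = mean inhibition of at least 50% after viability correction, with every replicate also passing that limit; inconclusive = mean reaches 50% but only one of two replicates passes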;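 note: firefly luciferase signal divided by Alamar Blue viability fluorescence both relative to DMSO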
Xi reactivation: X-chromosome reactivation activator. XiGFP mouse fibroblasts, % GFP-positive cells imaging, 3 d; cells co-treated with 5-aza-dC sensitizer; scaled so ellipticine positive control = 100%. AID 743238. activation, % at 7.58 µM. 360,000 tested, 0.055% active;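 active = mean normalized replicate activation at least 10% and every replicate at or above 10%; inconclusive = only one of the two criteria met; inactive = mean below 10% and not all replicates reach 10%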;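 note: 0% = median of on-plate neutral control wells and 100% = ellipticine 6 µM median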
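Material: XiGFP fibroblasts, SV40-immortalized; Buffer or medium: DMEM containing 5-aza-dC; Compound dosing: single point; Times: 3 days compound exposure.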
ARNT-TACC3 inh: disrupts binding between human ARNT and TACC3; 390,000 tested, 0.66% active; inhibition, % at 9.99 µM; AlphaScreen His-ARNT PAS-B/GST-TACC3 binding, luminescence; TACC3 fragment carries E629A point mutation; Q9Y6A5;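 active = mean inhibition of replicates at least 50% and at least half of replicates each reaching 50%; inconclusive = half or more replicates reach 50% but mean below 50%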;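 note: 0% = complete ARNT plus TACC3 wells and 100% = ARNT alone without TACC3; many hits fall short of the cut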
PAX8 reporter: inhibitors of PAX8 transcriptional activity in RMG-I cells | RMG-I TPO-luciferase reporter, SteadyGlo, 24 h | inhibition, % at 12.6 µM | 360,000 tested, 1.2% active;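 active = mean replicate inhibition at least 60% with every replicate also reaching 60%; inconclusive = only one of the two criteria is met; inactive = mean below 60% and not all replicates reaching 60%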;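 note: luciferase light reporting Pax8 driven TPO promoter activity; plate controls were median of neutral control wells for no effect and mitoxantrone controls for full effect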
DENV2 CPE rescue: DENV2-induced cell death inhibition. DENV2-infected cells, cytopathic effect rescue, plate reader. AID 651640. CPE inhibition, % at 9.99 µM. 350,000 tested, 1.7% active; in the data active = CPE inhibition above about 20%, passing the limit was not always enough; inconclusive = no clear call, values can overlap the other calls; tested in BHK-21 cells;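 note: 0% = median of neutral control wells and 100% = median of positive control wells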
ERp5 block: ERp5 (human) disulfide isomerase inhibition | ERp5 insulin aggregation, absorbance 650 nm, 90 min | 350,000 tested, 0.05% active | Q15084 | inhibition, % at 9.99 µM;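 active = mean replicate inhibition above about 25%, with every replicate also reaching it, limit read from the data, passing the limit was not always enough; inconclusive = only one of those two criteria met; inactive = neither criterion met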
Target sequence (Q15084 whole entry, looked up): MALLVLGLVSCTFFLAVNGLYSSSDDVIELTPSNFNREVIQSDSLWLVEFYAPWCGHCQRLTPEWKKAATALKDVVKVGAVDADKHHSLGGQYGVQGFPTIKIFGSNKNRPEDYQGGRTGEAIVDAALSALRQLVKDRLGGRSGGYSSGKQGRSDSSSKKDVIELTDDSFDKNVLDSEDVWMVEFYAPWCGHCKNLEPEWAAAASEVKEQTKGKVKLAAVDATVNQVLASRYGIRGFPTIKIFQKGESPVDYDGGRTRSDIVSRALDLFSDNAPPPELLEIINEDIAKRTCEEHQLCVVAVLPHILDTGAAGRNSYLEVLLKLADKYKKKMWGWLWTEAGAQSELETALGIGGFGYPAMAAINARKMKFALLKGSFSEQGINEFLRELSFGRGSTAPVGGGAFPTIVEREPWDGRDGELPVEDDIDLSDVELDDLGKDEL
The depositor's hits bear a star; ? = inconclusive; . = no result given.

SMILES	GSIS activator	CFTR F508del cor	EWS-Fli inh	Xi reactivation	ARNT-TACC3 inh	PAX8 reporter	DENV2 CPE rescue	ERp5 block
COC(=O)c1sccc1NC(=O)Nc1ccc(OC)c(OC)c1	14	0.6	.	-0.1	4	-13	-7	9
C[C@H]1CN([C@@H](C)CO)S(=O)(=O)c2ccc(C#Cc3ccccc3F)cc2O[C@H]1CN(C)C(=O)Cc1cccnc1	-23	5.2	18	0.2	1	.	-9	-2
O=C(COC(=O)c1ccc(Br)o1)Nc1cccc(S(=O)(=O)N2CCOCC2)c1	17	0.3	-13	0.0	1	12	16	-3
O=C(CCC1CCCCC1)NCCN1CCOCC1	5	0.4	11	-0.1	30	-14	-2	0
O=C1C=C(O)c2cccc3cccc1c23	-3	-4.4	-4	0.0	3	-4	10	1
COc1cc(NC(=O)CCC2CCCC2)cc(-n2cnnn2)c1	-3	.	.	0.1	-1	-16	.	.
C[C@@H]1CN([C@H](C)CO)C(=O)c2cccc(NS(C)(=O)=O)c2O[C@H]1CN(C)Cc1ccc(-c2ccccc2)cc1	-2	-2.1	0	0.2	.	-12	0	13
CCn1c(-c2cccnc2)n[nH]c1=S	26	0.5	2	.	-2	.	1	-5
CCN(C(=O)COC(=O)c1ccccc1Nc1ccccc1)c1c(N)n(Cc2ccccc2)c(=O)[nH]c1=O	7	2.7	8	-0.1	.	25	-5	-6
CCOCCCNC(=O)C(c1ccccc1)N(Cc1ccc2c(c1)OCO2)C(=O)c1ccccc1O (stereo not drawn)	-1	0.6	-14	0.0	-3	16	0	5
OC[C@H]1[C@H](c2ccc(Br)cc2)[C@H]2CN(Cc3cncnc3)CCCCN21	6	1.6	6	0.3	-1	-2	12	2
Cc1c(CNCC(C)c2ccccc2)c(C(=O)O)c(C)n1Cc1ccccc1 (stereo not drawn)	-13	0.7	2	0.2	-2	9	-6	3
C[C@@H]1CN([C@H](C)CO)C(=O)c2cc(NC(=O)Nc3ccc(C(F)(F)F)cc3)ccc2O[C@H]1CN(C)Cc1ccc(C(=O)Nc2ccccc2N)cc1	-2	-0.4	-14	-1.1	.	17	22*	-1
CCN1CCN(c2cc(C)c3cc(NC(=O)CCC(=O)N4CCN(c5ccccc5OC)CC4)ccc3n2)CC1	10	2.6	-3	0.3	0	-5	0	-2
C[C@@]12CCC3[C@@](CCC4[C@@]3(C)CCC[C@@]4(C)C(=O)N3CCCCC3)(CC1=O)C2 (stereo partly drawn)	-1	2.8	-8	0.4	-4	-13	-5	3

The closing two records of the part above open the next one:
SMILES	GSIS activator	CFTR F508del cor	EWS-Fli inh	Xi reactivation	ARNT-TACC3 inh	PAX8 reporter	DENV2 CPE rescue	ERp5 block
CCN1CCN(c2cc(C)c3cc(NC(=O)CCC(=O)N4CCN(c5ccccc5OC)CC4)ccc3n2)CC1	10	2.6	-3	0.3	0	-5	0	-2
C[C@@]12CCC3[C@@](CCC4[C@@]3(C)CCC[C@@]4(C)C(=O)N3CCCCC3)(CC1=O)C2 (stereo partly drawn)	-1	2.8	-8	0.4	-4	-13	-5	3
Cc1nn(C(C)C(=O)NCCCN(Cc2ccccc2)C(C)C)c(=O)c2c1sc1ccccc12 (stereo not drawn)	6	1.9	3	0.0	-4	-8	-1	5
CCCC#Cc1cnc2c(c1)C(=O)N([C@H](C)CO)C[C@@H](C)[C@H](CN(C)C(=O)c1ccccc1)O2	0	5.1	3	-0.9	3	-19	-7	-3
CO[C@@H]1CN(C)C(=O)c2cc(NC(=O)Nc3cccc(Cl)c3)ccc2OC[C@H](C)NC[C@@H]1C	1	0.5	-2	-0.1	-2	10	?	2
CO[C@H]1CN(C)C(=O)c2cc(NC(=O)c3ccccc3F)ccc2OC[C@@H](C)N(C(=O)c2ccccc2F)C[C@H]1C	-13	-1.6	-9	1.0	-12	-1	-4	3
COc1cc(CNc2nc3c(C)cc(C)cc3s2)ccc1O	-1	1.9	28	0.1	8	-5	-7	0
Cc1ccccc1-c1ccc(C2[C@H]3CNC[C@@H]2N3S(=O)(=O)Cc2ccccc2)cc1 (stereo partly drawn)	3	1.1	.	0.0	.	.	-6	-2
CN1CCC(N2CCN(C3CN(Cc4ccc(F)cc4)S(=O)(=O)C3)CC2)CC1 (stereo not drawn)	-6	-3.5	7	.	.	-10	-4	-3
O=C1CC[C@@H](C(=O)N2CSC[C@H]2C(=O)O)N1	.	-3.4	-1	0.0	-4	25	5	-3
COc1ccc(/C=N\NC(=O)c2cc3c(ccc4ccccc43)o2)cc1O	-4	0.4	-5	0.0	-6	16	-3	6
COc1ccccc1C(=O)NCCC(=O)NCc1cccs1	0	1.1	-2	0.2	-7	2	-2	3
N#Cc1cc(O)c(-n2nnc3ccccc32)cc1C#N	-6	-0.8	-5	0.0	-3	6	0	5
C/[N+]([O-])=C\C1C(=O)CCCC1=O	-8	2.2	3	0.0	5	-3	-1	-1
CCC1SC(CC)C(=O)N(CC(=O)Nc2ccc3c(c2)OCO3)C1=O (stereo not drawn)	3	4.2	-1	0.2	-4	7	-1	-8
O=C(CN1CCN(S(=O)(=O)c2ccc3c(c2)OCCO3)CC1)Nc1cccc(F)c1	-4	2.5	17	0.2	3	-22	-1	0
CO[C@H]1CN(C)C(=O)c2cc(NS(=O)(=O)c3ccc(C)cc3)ccc2OC[C@H](C)NC[C@@H]1C	7	1.9	1	0.0	-7	-4	-8	11
O=C(C[C@@H]1CC[C@H]2[C@@H](COC[C@@H](O)CN2C(=O)Nc2ccc(Cl)cc2)O1)NCc1ccncn1	3	-2.9	-12	0.0	3	-21	?	-3
COc1ccc(OC)c(S(=O)(=O)NCCS(=O)(=O)N2CCN(c3ccccc3)CC2)c1	-6	-0.8	.	0.0	4	5	2	3
CCOC(=O)c1cccc(NC2c3ccccc3C(=O)N2Cc2ccco2)c1 (stereo not drawn)	-14	1.4	0	0.5	-8	35	-4	8
COCCNC(=O)C1(C)CCN(Cc2csc(-c3ccc(Cl)cc3)n2)C1 (stereo not drawn)	4	0.7	-5	0.0	.	-10	-1	-1
COc1ccc(/C=N/n2c(C)nc3ccccc3c2=O)cc1	-1	-1.8	-31	0.4	-6	-23	5	-6
COc1ccc(N2CCCC2=O)cc1S(=O)(=O)N1CCOCC1	13	2.1	9	0.2	.	-16	-9	4
C[C@H]1CN([C@@H](C)CO)C(=O)c2cc(NC(=O)Nc3ccc4c(c3)OCO4)ccc2O[C@H]1CN(C)C(=O)Nc1ccc2c(c1)OCO2	0	-3.6	8	-0.2	10	-21	1	-5
COc1ccc(N2CCN(C(=O)CCCC(=O)c3ccccc3)CC2)cc1	-14	2.1	-8	0.3	.	-1	11	-2
COc1cccc(CNC(=O)C[C@@H]2CC[C@@H](NC(C)=O)[C@@H](CO)O2)c1	17	0.1	-7	0.0	3	-2	13	-4
Cc1ccc(Cl)cc1NC(=O)C1CCCN(S(C)(=O)=O)C1 (stereo not drawn)	-1	3.1	13	0.0	-12	-5	-3	2
Cn1c(=O)c2nc3ccccc3nc2n(C)c1=O	10	0.9	6	0.4	-1	23	2	-5
O=C(c1ccco1)N1CCN(C2CN(Cc3ccc(F)cc3)S(=O)(=O)C2)CC1 (stereo not drawn)	-4	0.7	-10	0.0	.	-11	-2	0
O=C(NCCCNC(=O)c1cccnc1)c1ccc(Cl)cc1	-6	-1.5	3	0.0	1	0	2	-3
CC(=O)Nc1ccc(C(=O)NNC(=O)c2cccc(C)c2)cc1	-8	4.5	28	0.0	38	7	13	2
C[C@@H]1CCCCO[C@H](CN(C)C(=O)Nc2ccccc2)[C@@H](C)CN([C@H](C)CO)C(=O)c2cc(NS(C)(=O)=O)ccc2O1	18	0.8	-7	0.0	-11	-11	-12	-2
Cc1cc2[nH]c(=O)c(=O)[nH]c2cc1S(=O)(=O)N1CCN(c2ccccc2)CC1	-2	-2.5	-9	0.3	.	-18	1	-5
CCOC(=O)c1sc(-c2ccccc2)cc1NC(=O)c1ccc(S(=O)(=O)N(CCOC)CCOC)cc1	-1	.	.	0.1	-1	-6	.	.
C=CCN(CC=C)CCCOc1ccccc1C(=O)OC	-7	.	-3	0.2	.	2	-1	0
COC(=O)C[C@@H]1OC[C@H](C)N1S(=O)(=O)c1ccc(C)cc1	-2	0.1	2	0.0	.	-19	4	1
CO[C@H]1CN(C)C(=O)c2ccc(NS(=O)(=O)c3ccccc3)cc2OC[C@H](C)N(C(=O)NC(C)C)C[C@H]1C	4	1.0	3	-0.1	3	.	5	-3
O=C(Nc1ccccn1)C1CCN(C(=O)Nc2ccccc2)CC1	5	-6.1	2	-0.1	2	14	-3	5
Cn1c(=O)oc2cc(S(=O)(=O)Nc3ccc(F)cc3)ccc21	1	-3.2	5	0.0	-7	-7	1	2
Cc1noc(C)c1NC(=O)N[C@@H]1CC[C@@H](CC(=O)N2CCCCC2)O[C@@H]1CO	-7	-0.4	-1	-0.4	-3	-10	-10	3
O=C(CSc1ncnc2ccccc12)NCCc1ccccc1	16	-0.7	0	0.2	-2	-16	10	3
C[C@@H]1CCCCO[C@@H](CN(C)C(=O)Nc2ccccc2)[C@H](C)CN([C@H](C)CO)C(=O)c2cc(NC(=O)NC3CCCCC3)ccc2O1	-30	0.7	-6	0.0	-5	12	-2	-1
Cc1nc(=O)c(-c2ccccc2)c(C)n1-c1ccc(Br)cc1	17	2.0	0	0.1	.	-2	-2	2
O=C(Cn1cc(C(F)(F)F)ccc1=O)NC1CCCC1	6	-2.8	-2	0.0	0	-12	6	12
CCCCNc1c([N+](=O)[O-])c(=O)n(C)c2ccccc12	-16	-1.6	7	0.2	-1	29	5	5
COc1cc(S(=O)(=O)Nc2ccc(C)cc2)ccc1N=Cc1c(C)c(C#N)c(=O)n(C)c1O	-2	2.3	-4	0.3	.	7	15	-8
COc1ccc(OC)c(-c2cc(C(=O)Nc3ccc(F)cc3F)no2)c1	10	-1.5	22	0.3	-5	8	-2	-2
Cc1cccc(NC(=O)c2cc([N+](=O)[O-])ccc2NCC2CCCO2)n1 (stereo not drawn)	8	1.4	5	0.9	5	2	14	0
Cc1cc(C(=O)N2CCN(Cc3ccc4c(c3)OCO4)CC2)cs1	-6	-1.0	1	.	-13	.	-9	4
CCCN1[C@H](C(=O)NCCCN2CCOCC2)[C@@H](CO)[C@@H]2Cn3c(ccc(-c4ccccc4)c3=O)[C@@H]21	2	1.9	1	0.1	-4	-2	-3	0
CCC(=O)N1CC2(C1)CN(Cc1ccc(OC)cc1)[C@H](CO)c1[nH]c3cc(OC)ccc3c12	10	2.6	3	0.3	.	.	10	.
CCCSc1n[nH]c(NC(C)=O)n1	6	1.0	-2	-0.1	-10	-11	1	-5
C[C@@H]1CN([C@@H](C)CO)C(=O)Cc2cc(NC(=O)Cc3ccccc3)ccc2O[C@H]1CN(C)S(C)(=O)=O	-2	-2.9	10	0.3	-5	-13	0	0
C[C@@H]1CN([C@@H](C)CO)C(=O)c2cc(NS(=O)(=O)c3ccc(Cl)cc3)ccc2O[C@@H](C)CCCCO[C@@H]1CN(C)C(=O)NC1CCCCC1	-24	0.9	27	0.0	-3	24	8	1
Cc1ccc(C2CCN(C(=S)Nc3cccc(C)c3)C2)cc1 (stereo not drawn)	-9	2.0	-14	0.0	58*	-25	9	-1
Cc1[nH]c(C)c(S(=O)(=O)N(Cc2ccccc2)C(C)(C)C)c1C(=O)N1CCCC1	-11	-0.8	.	-0.1	-7	0	15	-7
